Source: PubChem (several laboratories)
MEX-5 binding – C. elegans MEX-5 TCR-2 RNA binding activity | Q9XUB2 | MEX-5/FITC-TCR2 RNA binding, fluorescence polarization; stronger effect = lower value | activity score (negative = inhibition of binding), % at 10 µM | 300,000 tested, 0.38% active;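 active = inhibition past about -25% in most replicates, and total fluorescence under double the plate's negative control median, limit read from the data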;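 also: 0% = DMSO and -100% = 5 µM competing unlabeled TCR2 RNA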
Target sequence (Q9XUB2 whole entry, looked up): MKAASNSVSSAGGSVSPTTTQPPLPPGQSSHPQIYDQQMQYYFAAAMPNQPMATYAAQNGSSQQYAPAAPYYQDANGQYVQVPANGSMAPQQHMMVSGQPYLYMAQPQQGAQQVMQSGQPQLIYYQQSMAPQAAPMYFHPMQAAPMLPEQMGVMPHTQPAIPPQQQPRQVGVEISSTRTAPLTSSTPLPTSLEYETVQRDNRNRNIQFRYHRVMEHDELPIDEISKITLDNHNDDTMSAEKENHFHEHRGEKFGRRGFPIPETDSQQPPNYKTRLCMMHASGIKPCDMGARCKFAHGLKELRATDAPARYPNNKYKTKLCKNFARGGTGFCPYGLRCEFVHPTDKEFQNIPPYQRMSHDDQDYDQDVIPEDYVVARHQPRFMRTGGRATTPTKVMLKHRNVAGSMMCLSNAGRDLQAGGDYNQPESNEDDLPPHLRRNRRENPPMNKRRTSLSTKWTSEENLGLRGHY
EBNA-1 inh – blocks EBNA-1 binding to DNA. AID 1950. EBNA-1 DNA binding, fluorescence polarization. 300,000 tested, 0.34% active. inhibition, % at 14.8 µM; in the data active = inhibition above about 28%
GLD-1 RNA inh – GLD-1-TGE RNA interaction inhibition (C. elegans); Q17339; purified GLD-1 + fluorescein TGE RNA, fluorescence polarization; inhibition, % at 5.96 µM; 320,000 tested, 0.44% active;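 active = percent inhibition above a per-plate cutoff, the plate mean of test compounds plus 3 SD, cut at about 30% in these data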;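 also: 0% = DMSO wells with GLD-1 and probe and 100% = wells lacking GLD-1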
Target sequence (Q17339 whole entry, looked up): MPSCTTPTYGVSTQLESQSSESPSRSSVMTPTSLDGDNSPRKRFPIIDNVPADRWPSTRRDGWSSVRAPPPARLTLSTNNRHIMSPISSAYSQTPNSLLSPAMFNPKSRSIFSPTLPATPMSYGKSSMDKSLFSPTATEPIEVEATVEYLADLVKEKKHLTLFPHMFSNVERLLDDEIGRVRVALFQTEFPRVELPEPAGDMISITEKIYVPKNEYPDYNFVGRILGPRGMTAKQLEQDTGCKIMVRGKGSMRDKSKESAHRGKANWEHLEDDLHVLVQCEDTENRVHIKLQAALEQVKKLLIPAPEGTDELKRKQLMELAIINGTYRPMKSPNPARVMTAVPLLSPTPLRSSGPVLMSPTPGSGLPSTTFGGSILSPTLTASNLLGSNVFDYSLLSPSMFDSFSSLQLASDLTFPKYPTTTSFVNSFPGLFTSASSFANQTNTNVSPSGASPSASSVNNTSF
Yeast superoxide – caloric restriction mimetics inhibiting age-related superoxide in yeast; superoxide response (% of plate mean), % at 10 µM; S. cerevisiae aged cells, superoxide DHE fluorescence; stronger effect = lower value; 330,000 tested, 0.18% active;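 active = superoxide response under a set limit, about three screen SD below normal, cut at about 65% in these data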;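 also: yeast aged for seven days with compound at 30 °C before DHE staining; 100% = average MFI of all compound-treated wells on the plate with controls excluded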
MCL1-BIM inh – inhibitors of human MCL1 binding to BIM-BH3 peptide; GST-MCL1 / FITC-Bim-BH3 fluorescence polarization; inhibition, % at 10.9 µM; 320,000 tested, 0.68% active; AID 2057;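 active = inhibition above the mean inhibition of all tested compounds plus 3 SD, set per campaign, cut at about 40% in these data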;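 also: 0% = DMSO wells and 100% = unlabeled Bim-BH3 peptide control; higher means more loss of mP so more displacement of Bim peptide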
ZTA DNA inh – counter-screen for EBNA-1 inhibitors: inhibitors of Epstein-Barr virus ZTA; P03206; ZTA-DNA binding, fluorescence polarization; inhibition, % at 11 µM; 320,000 tested, 0.15% active; AID 2234; in the data active = inhibition above about 33%
Bcl-xL primary – inhibitors of human Bcl-xL | inhibition, % at 10.9 µM | 320,000 tested, 0.7% active | GST-Bcl-xL / FITC-Bim BH3 peptide fluorescence polarization | AID 2129 | Q07817;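 active = inhibition above the mean of all tested compounds plus 3 SD, cutoff set per campaign, cut at about 30% in these data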;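 also: 0% = DMSO wells and 100% = unlabeled Bim-BH3 peptide competitor; inhibitors lower millipolarization by displacing the labeled peptide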
Fam108B counter – Fam108B inhibition, counter-screen for RBBP9 inhibitors. recombinant Fam108B, FP-Rh probe fluorescence polarization. inhibition, % at 9.51 µM. 300,000 tested, 0.33% active;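 active = inhibition above the screen mean inhibition plus 3 SD, computed separately per campaign, cut at about 18% in these data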;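 also: inhibitors lower polarization as less probe binds the enzyme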
Efflux pump inh – antifungal efflux pump inhibition, Nile Red retention; S. cerevisiae Candida pump triplex; inhibition, % at 10 µM; 330,000 tested, 0.44% active; AID 485275;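 active = plate passing quality check with inhibition over a set limit, or well fluorescence over plate mean plus 4 SD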;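 also: Nile Red retained in pooled yeast measured as flow cytometry median fluorescence; 0% = buffer negative control and 100% = Enniatin B positive control; higher means more Nile Red kept so more efflux inhibition; some compounds called inactive have numbers as strong as hits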
An asterisk follows results filed as active; x = no result given.

item	compound	MEX-5 binding	EBNA-1 inh	GLD-1 RNA inh	Yeast superoxide	MCL1-BIM inh	ZTA DNA inh	Bcl-xL primary	Fam108B counter	Efflux pump inh
1	Cc1cc[n+](-c2ccccc2)c2ccccc12	0.7	-1	1	94	1	7	0	5	0.1
2	CC1CCN(C(=O)Cn2ncc3c4ccccc4n(C)c3c2=O)CC1	4.0	12	1	97	7	9	6	0	0.0
3	CCCN=C(C)C1=C(O)c2ccccc2C1=O	2.3	-7	-2	93	7	-3	6	6	0.0
4	Cc1cc(C(=O)COC(=O)Cc2n[nH]c(=O)c3ccccc23)c(C)n1-c1ccc2c(c1)OCO2	6.0	-6	-4	106	1	-5	9	0	1.1
5	COc1cccc(NS(=O)(=O)c2nc3nc(C)cc(C)n3n2)c1	-0.7	4	0	109	6	4	1	1	0.2
6	Cc1c(N=Cc2ccco2)c(=O)n(-c2ccccc2)n1C	0.9	-3	-2	100	7	-2	7	-6	-0.1
7	Cc1cc(C(=O)CC#N)c(C)n1-c1ccc(OC(F)F)cc1	1.2	5	-3	102	-3	-4	-1	5	0.0
8	Cc1ccccc1OCCN1CCC(Cc2ccccc2)CC1	-13	4	1	80	7	1	5	0	-0.2
9	O=C(C1=C[C@H](C2CC2)C[C@H](OCCCCO)O1)N1CCOCC1	3.6	2	-7	110	-4	-12	1	6	0.1
10	COc1cccc(CNC(=O)c2ccc(C3SCCS3)cc2)c1	0.8	4	-9	102	-1	-7	-2	-7	1.2
11	CCCCCCSc1ccc([C@@H]2[C@H]3C(=O)N(C)C(=O)[C@H]3[C@]3(C(=O)OC)CCCCN23)cc1	15	-2	-6	101	-7	7	-2	-1	0.1
12	O=C(Nc1ccc(Nc2ccccc2)cc1)c1ccccc1F	-1.2	-3	-7	106	-10	-2	0	0	0.2
13	O=S1(=O)CCN(Cc2cccc(C(F)(F)F)c2)CC1	1.4	-3	-1	91	6	-10	4	1	-0.1
14	O=C(NCCc1ccc(F)cc1)c1ccc(Cl)c(S(=O)(=O)N2CCOCC2)c1	x	x	2	99	20	7	12	x	-0.1
15	CC1(c2nnc(Cc3ccccc3)o2)CC(c2cccc(Cl)c2)=NO1 (configuration not stated)	2.2	14	0	98	6	10	7	5	0.0
16	COc1cc(CC(=O)OCC(=O)Nc2ccccc2C#N)cc(OC)c1OC	x	x	0	137	-1	9	2	x	0.1
17	COC(=O)COc1c(/C=C\c2nc(O)c([N+](=O)[O-])c(=O)[nH]2)cccc1OC	1.0	2	-7	87	-2	13	3	1	0.0
18	O=C(NCc1ccco1)c1cc(-c2ccccc2)c(N2CCOCC2)s1	-0.5	-9	4	104	4	-4	4	0	0.0
19	COC(=O)c1onc(-c2c(Cl)cccc2Cl)c1C(=O)OC	-3.9	0	-2	99	0	3	2	6	0.0
20	CCN(CC)CCNC(=O)c1ccc(-n2c(C)cc3c2CCCC3=O)cc1	-2.6	1	7	99	-3	2	-2	-4	-0.1
21	COC(=O)c1ccc(CSc2ncnc3c2oc2ccccc23)o1	-0.4	-7	6	110	4	4	3	1	0.1
22	COc1ccc(-c2nc(C3CCCCC3)c3cc(OC)ccc3n2)cc1	0.0	6	-2	110	2	16	6	8	0.0
23	Cc1[nH]c2ccccc2c1/C=N/NC(=O)c1cccc(F)c1	2.5	-4	-1	94	13	-13	4	0	0.1
24	CN1C(=O)NC(c2ccccc2)C2=C1CN(Cc1ccco1)C2=O (configuration not stated)	-4.0	11	5	94	8	14	7	0	-0.3
25	Cn1c(=O)oc2cc(S(=O)(=O)N3CCCCC3)ccc21	2.7	-4	-4	106	6	-12	7	5	-0.1

Results in sequence from above.
Bcl-xL primary, entries 8–15, in order: 5, 1, -2, -2, 0, 4, 12, 7

Additional entries follow.
item	compound	MEX-5 binding	EBNA-1 inh	GLD-1 RNA inh	Yeast superoxide	MCL1-BIM inh	ZTA DNA inh	Bcl-xL primary	Fam108B counter	Efflux pump inh
26	COc1ccc(NC(=O)N2CCCC(c3nc(-c4ccc(F)cc4)no3)C2)cc1 (configuration not stated)	1.2	7	-5	118	3	-1	8	0	-0.1
27	O=C(Cc1cccs1)N(Cc1cccs1)C1(C(=O)NC2CCCCC2)CCCCC1	-0.8	12	8	81	3	19	7	-3	0.0
28	Cc1cccc(NC(=S)c2nc3ccccc3s2)c1	-0.1	-7	1	113	-2	11	-5	-1	0.0
29	CC(Sc1nnnn1C)C(=O)Nc1nc(-c2ccc(F)c(F)c2)cs1 (configuration not stated)	x	x	3	97	7	8	4	x	0.2
30	CC(C)CN1C(=O)c2ccc(NC(=O)Cc3ccccc3)cc2C1=O	-0.7	7	5	108	9	-6	7	5	-0.2
31	CCOC(=O)C1C(=O)CC(C)(O)C(C(=O)OCC)C1c1ccc(NC(C)=O)cc1 (configuration not stated)	0.7	10	4	91	5	-3	-3	-1	0.0
32	N#CC(c1ccccc1)c1cnccn1 (configuration not stated)	0.6	2	0	90	7	1	6	2	-0.1
33	Clc1ccc(Cc2noc(CN3CCN(c4ccccc4)CC3)n2)c(Cl)c1	-0.3	-3	-1	92	9	-4	5	-2	0.0
34	COc1ccccc1NC(=O)Nc1cnccn1	2.3	8	2	86	-5	11	1	0	0.0
35	Cn1c(CCc2nc3ccccc3[nH]2)nnc1SCC#N	-2.5	0	0	102	-2	-9	-6	2	0.2
36	Cc1cc(C)cc(NC(=O)CCCn2nc(C)c3c(C)n(-c4ccccc4)nc3c2=O)c1	-0.7	-3	-4	101	5	-10	2	-1	0.1
37	Cc1cc(C)c(S(=O)(=O)Nc2ccc3c4c(cccc24)CC3)c(C)c1	-1.6	2	-1	109	-15	2	-5	-11	-0.1
38	O=C1SCC(c2ccccc2)=NN1Cc1ccccc1	-1.7	1	4	106	-2	-11	-1	0	0.1
39	CCc1nc(Nc2cc(OC)ccc2OC)c2oc3ccccc3c2n1	-1.1	9	2	106	-3	19	1	-2	0.0
40	O=C(COC(=O)c1ccc(O)cc1)Nc1ncc(Cl)cc1Cl	1.1	1	7	94	14	3	15	-2	0.0
41	CCOC(=O)c1ccccc1NC(=O)C1=COCCO1	2.8	-10	-11	101	-8	-13	-2	5	-0.1
42	O=c1c2ccccc2ncn1-c1ccc(Cl)c(Cl)c1	0.8	2	1	96	-4	-2	1	2	0.3
43	COC(=O)c1c(C)oc(C)c1S(=O)(=O)N(C)C1CCCCC1	-0.5	3	-4	87	4	-2	4	-1	0.0
44	CCCCCC(=O)NC(NC(=S)Nc1ccc(S(N)(=O)=O)cc1)C(Cl)(Cl)Cl (configuration not stated)	-0.7	8	-2	99	-9	12	0	-2	0.2
45	COCCN(C(=O)COC(=O)C1CC1)c1c(N)n(Cc2ccccc2)c(=O)[nH]c1=O	1.1	13	-2	99	-15	4	-10	1	0.0
46	CCN(CC)S(=O)(=O)c1ccc(-c2nnc(SCC(=O)Nc3nnc(C)s3)n2CC)cc1	0.6	12	7	102	0	8	-4	-3	-0.1
47	Cc1ccc(OC(C)c2nnc(N)s2)cc1Cl (configuration not stated)	2.3	-1	3	96	0	10	0	-5	-0.1
48	COc1ccccc1N1CCN(CC(=O)Nc2ccc(Cl)c(C(F)(F)F)c2)CC1	1.7	4	6	99	1	-7	4	2	0.3
49	Cc1cc(C)nc(N(C#N)CC(=O)N2CCC(C(N)=O)CC2)n1	-0.2	-19	3	99	0	-21	4	1	0.3
50	Cc1ccc(C(C)n2cc(C(=O)NCc3cccnc3)nn2)cc1 (configuration not stated)	0.2	-2	5	103	0	-10	0	-7	-0.1
51	Cc1ccc(C)c(N(CC(=O)NC(C)(C)C)C(=O)CCC(=O)Nc2nccs2)c1	2.5	-25	-4	98	1	-4	-1	-3	1.0
52	COc1ccccc1NC(=O)CNS(=O)(=O)c1ccccc1	1.6	2	-6	86	-5	-19	-6	2	0.0
53	COc1cccc(CN2CC(C(=O)NCc3ccc(C)c(F)c3)CCC2=O)c1 (configuration not stated)	-2.3	1	0	95	7	-5	3	-1	0.2
54	CC(NC(=O)CCC(=O)c1cccs1)c1ccccc1 (configuration not stated)	1.0	0	-3	103	0	-17	-3	0	0.0
55	CCN(C(=O)c1ccnn1C)c1ccccc1	2.5	1	4	112	5	6	11	-2	0.0
56	CCOc1cc(N(CC)CC)ccc1/C=C(/C#N)c1nc2ccccc2[nH]1	-0.5	-1	-123	94	-139	14	-73	8	0.1
57	COc1ccc(OC)c(S(=O)(=O)N2CCC(C(=O)NCc3ccccn3)CC2)c1	-0.4	-4	-5	99	12	-16	8	5	0.1
58	COc1ccc(S(=O)(=O)N2CCOCC2)cc1NC(=O)CSc1nnc2c(n1)[nH]c1ccccc12	1.9	8	-1	110	5	-14	10	0	-0.1
59	Cn1cc(C(=O)Nc2ccc3c(c2)CCC3)cn1	-2.0	5	3	90	-2	3	2	2	0.2
60	CCOc1ccc(NC(=O)C(Cc2ccccc2)N2C(=O)c3cccc4cccc(c34)C2=O)cc1 (configuration not stated)	-1.7	-11	-6	118	1	22	5	-13	0.3

Reformatted with two lines to a compound: entries from further up.
Each structure is followed by: MEX-5 binding	EBNA-1 inh	GLD-1 RNA inh	Yeast superoxide	MCL1-BIM inh	ZTA DNA inh	Bcl-xL primary	Fam108B counter	Efflux pump inh
(49) Cc1cc(C)nc(N(C#N)CC(=O)N2CCC(C(N)=O)CC2)n1
→ -0.2	-19	3	99	0	-21	4	1	0.3
(50) Cc1ccc(C(C)n2cc(C(=O)NCc3cccnc3)nn2)cc1 (configuration not stated)
→ 0.2	-2	5	103	0	-10	0	-7	-0.1
(51) Cc1ccc(C)c(N(CC(=O)NC(C)(C)C)C(=O)CCC(=O)Nc2nccs2)c1
→ 2.5	-25	-4	98	1	-4	-1	-3	1.0
(52) COc1ccccc1NC(=O)CNS(=O)(=O)c1ccccc1
→ 1.6	2	-6	86	-5	-19	-6	2	0.0
(53) COc1cccc(CN2CC(C(=O)NCc3ccc(C)c(F)c3)CCC2=O)c1 (configuration not stated)
→ -2.3	1	0	95	7	-5	3	-1	0.2
(54) CC(NC(=O)CCC(=O)c1cccs1)c1ccccc1 (configuration not stated)
→ 1.0	0	-3	103	0	-17	-3	0	0.0
(55) CCN(C(=O)c1ccnn1C)c1ccccc1
→ 2.5	1	4	112	5	6	11	-2	0.0
(56) CCOc1cc(N(CC)CC)ccc1/C=C(/C#N)c1nc2ccccc2[nH]1
→ -0.5	-1	-123	94	-139	14	-73	8	0.1
(57) COc1ccc(OC)c(S(=O)(=O)N2CCC(C(=O)NCc3ccccn3)CC2)c1
→ -0.4	-4	-5	99	12	-16	8	5	0.1
(58) COc1ccc(S(=O)(=O)N2CCOCC2)cc1NC(=O)CSc1nnc2c(n1)[nH]c1ccccc12
→ 1.9	8	-1	110	5	-14	10	0	-0.1
(59) Cn1cc(C(=O)Nc2ccc3c(c2)CCC3)cn1
→ -2.0	5	3	90	-2	3	2	2	0.2
(60) CCOc1ccc(NC(=O)C(Cc2ccccc2)N2C(=O)c3cccc4cccc(c34)C2=O)cc1 (configuration not stated)
→ -1.7	-11	-6	118	1	22	5	-13	0.3
